# Screens as filed in PubChem BioAssay.
# NPY-Y1 antag: NPY-Y1 receptor antagonists, primary screen, cell-based; Neuropeptide Y receptor type 1 (Homo sapiens), P25929; 200,000 tested, 1% active; HEK293-CNG Y1 cells, membrane potential fluorescence; NPY at EC95, then isoproterenol; inhibition, % at 3.6 µM;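 active means inhibition above the campaign mean inhibition of all tested compounds plus 3 SD, cut at about 20% in these data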;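 further: 0% = DMSO wells given NPY plus isoproterenol and 100% = isoproterenol alone without NPY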
#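 Assay system: HEK293 cells with Y1 receptor plus CNG channel | Probe or stimulus: NPY (25 nM), isoproterenol (1 µM), Ro 20-1724 (25 µM) | Timing: Compound incubation 1 h at room temperature, readout 45 min post-stimulation | Measured by: Membrane-potential fluorescent dye readout | Benchmarks: High control isoproterenol alone, low control NPY with isoproterenol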
# CHOP inh: inhibitors of CHOP promoter induction, primary screen, cell-based, unfolded protein response, luciferase reporter | CHO-K1 CHOP-promoter luciferase, tunicamycin-induced, 15-18 h | inhibition, % at 10 µM | 220,000 tested, 3.8% active | AID 2732, 2010;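 active means compounds that reduced the stress-induced luciferase reporter signal by more than about 70% of percent inhibition, limit read from the data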;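 further: 0% = tunicamycin plus vehicle and 100% = wells without tunicamycin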
# S1P4 antagonist: S1P4 receptor antagonists, primary screen, cell-based | Sphingosine 1-phosphate receptor 4 (Homo sapiens), O95977 | S1P4-expressing cells, antagonist mode, reporter read-out | inhibition, % at 4.98 µM | 220,000 tested, 0.26% active | AID 1510, 2009; in the data active means inhibition above about 29%;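 further: 0% = wells stimulated with agonist and 100% = vehicle wells without agonist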
# TRPML3 ag: human TRPML3 channel agonists, primary screen, cell-based, HEK293 TRPML3-YFP, Fluo-8 calcium fluorescence, 3 µM. Mucolipin-3 (Homo sapiens), Q8TDD5. 100% = the carbachol control signal. activation, % at 3 µM. 220,000 tested, 0.29% active. AID 1448, 2008;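 active means activation above its plate's cutoff, the mean activation of the plate's test wells plus 3 SD, cut at about 12% in these data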;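 further: 0% = DMSO only wells and 100% = carbachol wells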
#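 Test system: TRPML3-YFP stable HEK293 cells. Doses: single point at 3 µM. Incubation: dye loading 1 h 37 °C then 30 min ambient, 125 s read. Signal: Fluo-8 calcium dye fluorescence, ex 470-495, em 515-575 nm. Measure: percent activation from peak-to-basal fluorescence ratio, scaled between DMSO and carbachol.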
# NPY-Y1 PAM-ag: NPY-Y1 receptor potentiators or agonists, primary screen, cell-based; 220,000 tested, 0.37% active; AID 1304, 2008; activation, % at 3.6 µM; NPY-Y1 expressing cells, potentiator/agonist activation; Neuropeptide Y receptor type 1 (Homo sapiens), P25929; in the data active means activation above about 33%, passing the limit was not always enough;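 further: cells stimulated with NPY at EC10 then isoproterenol at EC100; 0% = low agonist plus stimulus and 100% = saturating agonist plus stimulus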
# NPY2 pot ag: NPY-Y2 potentiators or agonists, primary screen, cell-based. cells expressing NPY-Y2, potentiator/agonist read-out. activation, % at 3.6 µM. 220,000 tested, 0.45% active. AID 1359, 2008; in the data active means activation above about 27%;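 further: cells stimulated with NPY near EC25 plus isoproterenol at EC100; 0% = vehicle plus submaximal agonist and 100% = vehicle plus saturating agonist; some results beyond the cut were filed as inactive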
# Target sequence (P49146 whole entry, looked up): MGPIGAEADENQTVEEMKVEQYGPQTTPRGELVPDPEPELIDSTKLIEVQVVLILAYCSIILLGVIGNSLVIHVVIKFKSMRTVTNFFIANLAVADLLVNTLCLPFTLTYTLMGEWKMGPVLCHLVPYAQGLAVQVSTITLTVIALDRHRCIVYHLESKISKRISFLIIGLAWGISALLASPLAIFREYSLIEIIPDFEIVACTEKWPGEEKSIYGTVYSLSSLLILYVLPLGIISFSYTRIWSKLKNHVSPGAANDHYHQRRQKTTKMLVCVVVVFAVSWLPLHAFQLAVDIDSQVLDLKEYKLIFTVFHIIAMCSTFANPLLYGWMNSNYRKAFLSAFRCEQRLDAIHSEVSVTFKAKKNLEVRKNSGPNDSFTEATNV
# EP2 modulator: EP2 receptor modulators, cAMP readout, primary screen, cell-based, HTRF cAMP, PGE2 stimulation. Prostaglandin E2 receptor EP2 subtype (Homo sapiens), P43116. EP2-expressing cells, cAMP HTRF FRET, PGE2 co-stimulation. induction, % at 25 µM. 260,000 tested, 0.83% active. AID 940, 2007;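 active means compounds whose cAMP rise, as percent of the full-agonist control response, exceeds 60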;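 further: rat C6 glioma line stably carrying human EP2 under a CMV promoter; the protocol text gives 20 µM as final concentration; 100% = response of wells given 1 µM PGE2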
# Target sequence (P43116 whole entry, looked up): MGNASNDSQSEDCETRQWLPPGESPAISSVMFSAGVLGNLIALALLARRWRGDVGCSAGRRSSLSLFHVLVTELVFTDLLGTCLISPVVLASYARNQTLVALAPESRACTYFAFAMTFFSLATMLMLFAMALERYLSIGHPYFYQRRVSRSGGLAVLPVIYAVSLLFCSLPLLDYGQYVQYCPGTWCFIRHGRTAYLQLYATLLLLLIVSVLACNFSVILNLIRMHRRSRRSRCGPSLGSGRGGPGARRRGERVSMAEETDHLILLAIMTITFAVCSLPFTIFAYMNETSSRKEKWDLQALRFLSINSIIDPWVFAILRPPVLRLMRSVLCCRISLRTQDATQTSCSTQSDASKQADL
# S1P4 ag: S1P4 receptor agonists, primary screen, cell-based. 220,000 tested, 0.35% active. activation, % at 4.98 µM. S1P4-expressing cell line, agonist reporter assay. Sphingosine 1-phosphate receptor 4 (Homo sapiens), O95977; in the data active means activation above about 11%;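 further: 0% = DMSO vehicle and 100% = reference agonist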
# zfTRPN1 agonist: zebrafish TRPN1 channel agonists, primary screen, cell-based, HEK293, calcium fluorescence | transient receptor potential cation channel N1 (TRPN1/NompC), Danio rerio | HEK293 zebrafish TRPN1-YFP, Fluo-8 calcium fluorescence; 100% = response to 87 µM carbachol | activation, % at 3 µM | 220,000 tested, 0.18% active;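 active means activation above its plate's cutoff, the mean activation of test wells on that plate plus 3 SD, cut at about 19% in these data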;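 further: 0% = DMSO alone and 100% = 87 µM carbachol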
#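 Assay system: Zebrafish TRPN1-YFP in HEK293 cells | Incubation: Dye loading 1 h at 37 °C, then 30 min room temperature | Measured by: Kinetic Fluo-8 fluorescence, ex 470-495, em 515-575 nm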
# Active calls of the source: *; nt = not tested or not shown; & = joins results of further samples.
# Value order: EP2 modulator, NPY-Y1 antag, NPY-Y1 PAM-ag, TRPML3 ag, CHOP inh, S1P4 ag, S1P4 antagonist, zfTRPN1 agonist, NPY2 pot ag
CC1(c2ccc3c(c2)OCO3)NC(=O)N(CC(=O)Nc2ccc(N3CCOCC3)cc2)C1=O (stereo not given)
    8, -3, 37, 0.3, -2, -0.3, 0, 0.0, 1
O=C(O)c1ccccc1-c1ccccc1C(=O)Nc1cccc2ccccc12
    27, 4, 3, 0.4, 19, -1.3, -1, 0.7, 13
NC(=O)c1ccc(Oc2ncc(C(F)(F)F)cc2Cl)cc1
    10, 2, -6, -0.1, 25, -0.3, -8, -1.7, -10
CCCNC(=O)Cn1cnc2sc(C(=O)Nc3cc(OC)c(OC)c(OC)c3)c(C)c2c1=O
    25, -3, -12, 1.0, -33, -1.5, -1, 0.8, -2
O=c1ccc2ccccc2o1
    -14&9, -1, 9, 0.3, 7, 1.5, -17, -0.2, 1
O=C(Nc1nsc(-c2ccccc2)n1)c1ccc(F)cc1
    -41, 7, -8, 0.5, -2, 1.0, -9, 0.8, -7
Cc1nc2ccccc2cc1C(=O)N/N=C/c1ccccc1[N+](=O)[O-]
    10, 6, -16, 0.3, 16, -0.7, -10, 2.1, -1
CC(C)(C)OC(=O)N1CC(O)CC1C(=O)OCC(=O)c1ccc(Cl)cc1 (stereo not given)
    0, -3, 13, 0.5, -13, -0.4, 1, -0.2, 17
CCOC(=O)C1(Cc2ccccc2C)CCCN(S(=O)(=O)c2cccnc2)C1 (stereo not given)
    -5, 6, 2, 0.1, 12, 2.7, -15, -1.5, 4
CCOC(=O)c1c(-c2ccccc2)oc2ccc(OC(C)=O)cc12
    38, -7, 3, -0.5, 59, -1.2, -26, 0.0, 3
COc1ccccc1N1CCN(S(=O)(=O)c2c(C)[nH]c(=O)[nH]c2=O)CC1
    1, -2, 3, 0.8, 5, 2.3, -6, 0.7, 12
C[C@@H]1OC(Nc2ccc(N=Nc3ccccc3)cc2)[C@H](O)[C@H](O)[C@H]1O (stereo not given in full)
    -43, nt, 28, 0.7, 8, -1.9, -2, 1.4, 37
Cc1ccc(Cn2c(=S)[nH]c3ccc(N4CCOCC4)cc3c2=O)o1
    -45, 5, 9, 0.9, -127, -0.4, 7, 0.2, -4
COC(=O)c1cc2n(n1)CCN(Cc1ccccc1F)C2=O
    nt, 1, 0, 0.9, nt, -0.7, 11, 1.2, 4
Cc1cnc(NC(=O)c2sc3ccccc3c2Cl)s1
    18, -2, 0, 0.7, -4, 2.0, 5, 0.8, 2
O=C(CSc1nc2ccccc2c(=O)n1Cc1ccco1)N1CCCC1
    22, -1, -3, 0.0, 5, 2.8, -14, -0.5, 1
Cc1ccc(OCC(=O)N2CCCC(CCC(=O)N(C)CCc3ccccn3)C2)cc1 (stereo not given)
    -10, 0, -2, 1.2, -10, 2.5, -17, 0.8, -2
CCOc1cc(NC(=S)NCc2ccco2)c(OCC)cc1NC(C)=O
    15, 2, 6, 0.1, 17, -0.8, -5, 0.5, 3
O=C1NC2(CCN(Cc3ccccc3)CC2)Oc2ccccc21
    -19, 1, 8, -0.1, -3, 0.9, -21, -0.3, -17
Cn1c(=O)cc(OCC(=O)NCc2cccnc2)c2ccccc21
    0, 1, 8, 0.1, 3, 1.6, -3, 1.8, -5
NS(=O)(=O)c1ccc(CCNC(=O)c2ccccc2[N+](=O)[O-])cc1
    16, -2, 5, 0.9, -13, 0.0, -1, 3.3, -1
COc1ccccc1N1CCN(C(=O)C(C)N(c2ccc(C)cc2)S(C)(=O)=O)CC1 (stereo not given)
    10, -1, -12, 0.5, -8, -1.3, -7, 0.8, 2
Cc1nc(Nc2nc(CSc3nc4ccccc4[nH]3)cc(=O)[nH]2)nc2ccccc12
    -7, 4, -11, -0.6, 99*, 0.4, 0, -1.8, 9
COc1ccc(C2CC(c3ccc(Br)cc3)=NN2C(=O)CSC2=NCCS2)cc1 (stereo not given)
    30, 4, -10, 0.7, 25, 0.5, 0, 2.6, 4
Cc1ccc(CC2CC(=O)N(c3nc4ccccc4n3C)C2=O)cc1 (stereo not given)
    -7, 11, -8, 0.6, 28, -0.8, 2, -0.7, -11
CCNc1nc(NCC)nc(N/N=C/c2cc(OC)c(OC)c(OC)c2)n1
    -33, nt, -3, 0.6, -37, -0.9, -11, 1.0, 3
CC(C)c1onc(C(=O)NCc2ccccc2)c1[N+](=O)[O-]
    -48, -2, -7, -0.2, 18, 0.5, -28, -0.5, 4
CC1(C)N=C(SCC(=O)Nc2ccccc2)C(c2ccc(Cl)cc2)=N1
    -17, 4, -38, 1.3, 4, 1.3, -6, 0.7, -27
CCOC(=O)c1ccc(NC(=S)NCc2ccco2)cc1
    -42, nt, 18, 2.2, 2, 0.4, 5, 4.1, 7
COc1ccc(CNC(=O)CCSCc2cccc(Cl)c2)cc1
    -17, 5, -27, -0.5, 19, -1.1, -12, -1.7, -13
CCCCNC(=O)c1cc2c(=O)n3cccc(C)c3nc2n(Cc2ccncc2)c1=N
    2, -1, 10, 0.5, nt, 1.5, 10, -1.6, 8
C=CCc1cccc(/C=N/c2nc3ccccc3n2CC)c1O
    84*, -4, -16, 0.3, 56, 2.8, -1, 0.6, 5
CC1=CC(C)(C)NC(=S)N1c1ccc2ccccc2c1
    18, -1, 7, -0.8, 33, -1.2, 9, -1.5, 6
S=c1[nH]nc(-c2cccs2)n1Cc1ccccc1
    24, -2, -4, -0.5, -10, 0.3, 0, -4.0, -9
COCc1nnc(NC(=O)CCc2ccccc2)s1
    13, -2, -14, -0.4, 13, -0.8, -12, -0.2, 10
O=c1oc2ccccc2c(N2CCCCC2)c1CN1CCCCC1
    7, 2, 0, -0.1, -12, -0.7, 4, 0.0, 10
NC1=NC(=Nc2ccc(S(N)(=O)=O)cc2)c2ccccc21
    -1, nt, 1, 0.5, 16, 0.2, -7, 0.3, 0
CCC(=O)NCCc1nc2ccccc2n1Cc1ccc(C)cc1
    -6, 0, 14, 0.0, -9, -0.8, -20, 0.6, 2
CCN1CCN(C(=O)c2cc3c(=O)oc4ccc(C)cc4c3s2)CC1
    -35, -2, -11, 0.8, -1, -2.1, 3, 0.2, -41
COc1ccc(OCC(=O)NC(=S)Nc2ccc(S(=O)(=O)Nc3cc(OC)nc(OC)n3)cc2)cc1
    -65, 1, 7, 1.1, 28, 1.0, -8, -1.0, 1
O=C1N(c2ccccc2)C[C@@H]2C[C@@H](c3cc4ccccc4o3)N3CCC[C@@]123
    -26, 27*, -8, 0.6, 103*, 0.5, 17, -0.8, -5
CCCCOc1ccc(-c2c(C#N)c(N)nc(SCC(N)=O)c2C#N)cc1
    -26, -11, 22, 0.2, 30, -0.9, -26, 1.7, 14
CNc1cc(CS(=O)c2ccccc2)nc(-c2ccccc2)n1 (stereo not given)
    -8, -2, 15, -0.2, 18, 0.9, -15, 0.6, 20
Cc1ccc(C2C(C=Nc3c(C)n(C)n(-c4ccccc4)c3=O)=C(c3ccccc3)Oc3ccccc32)cc1 (stereo not given)
    30, 8, 16, -0.2, 37, -1.8, -2, -2.0, 10
Cc1cccc2cc(C(c3nnnn3CC3CCCO3)N3CCCC4(CCCCC4)C3)c(=O)[nH]c12 (stereo not given)
    19, -1, -3, 0.3, -2, 0.1, 10, 0.9, 8
O=C(/C=C/c1ccc2c(c1)OCO2)NCc1ccco1
    0, 6, -16, 0.1, -15, 1.0, 6, 0.4, -16
CC(C)CN1CCN(Cc2cnc(-c3ccc(Cl)cc3)nc2)CC1CCO (stereo not given)
    -32, 5, 7, 3.7, 4, 1.1, -11, 6.8, -2
CCOc1ccc2[nH]c3c(=O)n(CCc4ccc(OC)cc4)cnc3c2c1
    -13, nt, 13, 0.3, 23, 1.3, -8, 0.6, 3
CCn1cc(C(=O)O)c(=O)c2cc(S(=O)(=O)N(C)C)ccc21
    16, -2, 8, -0.4, -8, 0.9, -4, -0.4, 19
O=C(N/N=C/c1ccc2nccnc2c1)c1ccc(Br)cc1
    5, nt, 0, 0.8, -11, 1.4, -11, 0.7, 1
COc1ccc(-n2cnc3sc(-c4ccccc4)cc3c2=O)cc1
    -2&7, 3, 3, 0.5, -18, -1.3, -13, 2.1, -12
CCSC1=C(C#N)C(c2ccc(C)s2)CC(=O)N1 (stereo not given)
    nt, -4, 17, -0.6, nt, -1.6, -17, 0.8, 5
NC(=S)NNc1cccc(Cl)c1
    14, -2, 9, 1.7, 28, -3.4, 2, 0.8, -1
Cc1ccc(OCc2ccc(C(=O)N3CCOCC3)cc2)cc1C
    -11, 2, -15, -0.9, 29, 1.6, -3, -0.7, -5
O=C1CCCCCN1Sc1ccccc1
    -4, -4, 31, 0.3, 69, -2.0, 21, 1.0, 23
CS(=O)(=O)NCCCNc1ccc(Cl)cc1[N+](=O)[O-]
    -12, 0, 1, 0.5, 2, -0.3, -11, -0.7, 8
CCCCCCc1cc2cc(C(=O)NCc3ccccc3)c(=N)oc2cc1O
    42, -1, -38, 0.0, 4, 7.7, -12, -0.1, -10
CCOC(=O)C1CCN(CC(=O)Nc2c(C(=O)OC)[nH]c3ccccc23)CC1
    -31, -14, 1, 1.2, 1, 1.6, -19, 1.5, 15
CCOc1ccccc1C(=O)Nc1ccc2nc(N3CCN(c4ncccn4)CC3)cc(C)c2c1
    nt, 12, -7, 0.4, nt, 1.4, -15, 1.8, -14
COc1ccc(C(=O)NCc2ccc3c(c2)cc(C)n3C)cc1OC
    -76, 6, -10, 0.4, 12, -0.1, -6, -1.4, -10

# (cont.)
# Value order: EP2 modulator, NPY-Y1 antag, NPY-Y1 PAM-ag, TRPML3 ag, CHOP inh, S1P4 ag, S1P4 antagonist, zfTRPN1 agonist, NPY2 pot ag
Cc1cccc(Sc2c(C=O)c3ccccc3n2C)c1
    36, 8, 10, -0.3, 52, 0.3, -16, 0.7, 5
COC(=O)c1sc(C(C)(C)C)cc1CS(=O)(=O)c1ccc(Cl)cc1
    29, nt, -13, 0.2, -2, 0.2, -11, -1.5, -13
CCCN(C(=O)C(=O)Nc1ccc2nc3n(c(=O)c2c1)CCCCC3)c1ccc(OCC)cc1
    -34, nt, -19, 0.2, 9, -0.8, 6, 3.3, 8
N#CCCn1cc(C(=O)Nc2ccc(C(=O)O)cc2)c(-c2cccs2)n1
    44, 6, 1, 1.1, -8, 0.0, -7, 0.3, -6
Cc1nn(CCOc2ccccc2)c(=O)n1-c1cccc(F)c1
    5, 5, -9, -0.2, 16, 1.5, -2, -0.4, -10
